Source: PubChem
FEN1 inh – blocks human flap endonuclease 1. P39748. Recombinant FEN1 flap cleavage, fluorescence, 15 min. Potency, µM (doses to about 114 µM), for inactives: at the top dose activity change, negative = inhibition, most hits filed as inhibitors. 390,000 tested, 0.35% active. AID 588795; note: nearly all actives have a fitted effect of over 65% in size
Target sequence (P39748 whole entry, looked up): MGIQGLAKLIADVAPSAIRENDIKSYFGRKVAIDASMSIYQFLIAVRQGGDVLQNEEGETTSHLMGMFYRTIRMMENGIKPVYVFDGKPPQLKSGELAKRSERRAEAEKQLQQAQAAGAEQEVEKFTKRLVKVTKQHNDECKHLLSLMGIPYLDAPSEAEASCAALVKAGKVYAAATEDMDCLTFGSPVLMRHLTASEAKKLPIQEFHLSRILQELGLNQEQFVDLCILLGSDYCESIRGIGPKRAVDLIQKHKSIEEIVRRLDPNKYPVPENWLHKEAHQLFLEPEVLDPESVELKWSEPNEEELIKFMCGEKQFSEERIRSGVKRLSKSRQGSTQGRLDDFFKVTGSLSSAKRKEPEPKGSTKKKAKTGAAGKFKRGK
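Reaction started by adding substrate (50 nM final) to 10 nM enzyme after 15 min room-temperature compound preincubation. Reads at 0 and 15 min, with data normalized and fitted to a four-parameter Hill equation.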
TDP1 inh – inhibitors of human tyrosyl-DNA phosphodiesterase TDP1; recombinant TDP1, AlphaScreen DNA substrate cleavage; Potency, µM (highest dose often 130 µM), for the others: top-dose activity change, negative = inhibition, hits mostly inhibitors; Q9NUW8; AID 485290; 350,000 tested, 0.28% active; note: nearly all actives have a fitted effect of over 40% in size
Target sequence (Q9NUW8 whole entry, looked up): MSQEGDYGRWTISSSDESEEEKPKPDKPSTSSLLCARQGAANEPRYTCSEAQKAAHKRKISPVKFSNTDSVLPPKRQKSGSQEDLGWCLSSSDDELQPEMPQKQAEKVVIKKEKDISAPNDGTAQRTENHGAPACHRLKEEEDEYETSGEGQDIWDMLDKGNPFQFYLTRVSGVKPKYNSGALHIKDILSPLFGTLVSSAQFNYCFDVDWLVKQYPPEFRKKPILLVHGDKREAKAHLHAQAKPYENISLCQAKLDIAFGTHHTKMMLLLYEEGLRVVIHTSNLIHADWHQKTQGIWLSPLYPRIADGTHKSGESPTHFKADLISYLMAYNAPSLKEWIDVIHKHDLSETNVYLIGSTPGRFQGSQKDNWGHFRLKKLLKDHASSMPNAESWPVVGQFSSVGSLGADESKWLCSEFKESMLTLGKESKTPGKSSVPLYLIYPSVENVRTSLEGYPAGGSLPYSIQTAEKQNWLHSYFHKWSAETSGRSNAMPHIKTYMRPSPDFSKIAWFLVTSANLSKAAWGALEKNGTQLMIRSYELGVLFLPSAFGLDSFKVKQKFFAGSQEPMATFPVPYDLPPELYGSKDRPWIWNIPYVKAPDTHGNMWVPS
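Recombinant human Tdp1 (E. coli-expressed, 1 nM final) preincubated with compounds 15 min at room temperature, then 5'-biotin/3'-phosphotyrosine-FITC DNA substrate (15 nM final) added for 5 min. AlphaScreen beads (10 ug/ml final) added 10 min; cleavage lowers signal.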
N370S GC – inhibits or activates N370S mutant glucocerebrosidase | N370S GC spleen homogenate, 4MU-glucoside fluorescence | Potency, µM (doses to about 59.4 µM), inactives show top-dose activity change, negative = inhibition, actives largely listed as inhibitors | 330,000 tested, 0.092% active;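 note: 0% = full enzyme activity and -100% = no enzyme basal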
An asterisk follows results filed as active; . = not tested or not shown; [ ] = another dose, or the depositor's remark. Calls come from the whole dose curve; as a rule, active = well fitted curve in the direction sought with a large enough effect; inconclusive = small, poorly fitted or top-dose-only effect, or another doubt; inactive = no such curve, though single readings can be large; an effect the other way counts as inactive or inconclusive. Unless noted, % is set by controls: 0 for no effect and ±100 for the full control effect; potency is the fitted concentration of half-maximal effect.

SMILES | FEN1 inh | TDP1 inh | N370S GC
COCCCNC(=O)C1CCN(S(=O)(=O)c2ccc3nc4c(c(C(=O)O)c3c2)CCCCC4)CC1 | -2.1% | 5.4% | -3.7%
Fc1ccccc1Nc1nc(-c2ccncc2)nc2ccccc12 | -13.1% | 0.0% | -19.6%
COc1ccc(Nc2nc(N3CCN(S(C)(=O)=O)CC3)nc3ccccc23)c(OC)c1 | -1.8% | . | -2.8%
CCC(C)NC(=O)C(NS(=O)(=O)c1ccc2c(c1)c(=O)n(C)c(=O)n2C)c1ccccc1 (stereo not drawn) | -3.4% | 0.0% | 5.2%
O=C(CC1SC(N2CCOCC2)=NC1=O)Nc1cccc(C(F)(F)F)c1 (stereo not drawn) | 3.5% | -2.3% | .
CCCCC(=O)NC1(C(F)(F)F)C(=O)N(Cc2ccco2)C(C)=C1C(=O)OC (stereo not drawn) | -16.7% | 0.0% | 6.7%
Cc1ccc(Cn2ccc(NC(=O)c3noc4c3CCCCC4)n2)cc1 | 1.0% | 6.6% | -3.9%
COc1ccc(C2=NN(CCC(=O)NCc3ccc4c(c3)OCO4)C(=O)CC2)cc1 | -2.7% | 1.2% | 5.2%
O=C(NCc1ccccc1Cl)c1ccc2oc(=O)n(Cc3ccccc3)c2c1 | 6.9% | 3.8% | .
Cc1cnc(NC(=O)CSc2nnc3ncccn23)s1 | 5.0% | -8.6% | -0.7%
Cc1ccccc1Cc1c(C)nc2nc(SCC(=O)NCCCN3CCCCC3)nn2c1C | -12.0% | 1.6% | 2.0%
Cc1ccsc1C(=O)NCc1ccc(F)cc1 | 0.2% | 0.9% | -1.7%
Cc1ccccc1N1CCN(C2CCCN(C(=O)c3ccsc3)C2)CC1 (stereo not drawn) | 8.9% | 4.6% | -0.1%
Cc1c(-c2ccccc2)c(=O)oc2c(CN3CCOCC3)c(O)ccc12 | 17.1% | 0.0% | .
COc1ccccc1NC(=O)N(Cc1cccs1)Cc1cc2cc3c(cc2[nH]c1=O)OCO3 | 2.1% | 3.0% | 20.9%
N#C/C(=C\c1ccc(OCc2ccc(C(=O)O)cc2)cc1)C(=O)NCc1ccccc1 | 5.3% | . | -12.0%
COc1cccc(NC(=O)C2CCN(c3nnc(C)c4c(C)n(-c5ccccc5)nc34)CC2)c1 | -15.5% | 5.7% | .
Cc1ccc(OCCCCn2ccnc2)c(Cl)c1 | 3.6% | 11.6% | 0.9%
O=C(NCCN1CCN(c2ccccc2)CC1)c1ccc(NC(=O)C2CCCO2)cc1 (stereo not drawn) | -3.2% | 7.9% | -14.9%
O=[N+]([O-])c1cc(C(F)(F)F)ccc1Sc1nccn1Cc1ccccc1 | -24.4% | 7.9% | 1.2%
CCC(CC)c1ncc[nH]1 | 20.6% | . | -1.3%
COc1cc(/C=N/Nc2cc(C)nc(N)n2)ccc1O | -13.0% | . | -8.1%
CCOC(=O)n1n[n+]([O-])c2ccccc21 | -1.9% | 3.2% | 4.0%
O=[N+]([O-])c1ccc(CN2CCN(c3ncccn3)CC2)cc1 | -5.0% | . | 0.5%
Cc1ccsc1C(C(=O)NC1CCCCC1)N(C(=O)c1csnn1)C1CC1 (stereo not drawn) | 6.4% | 1.0% | 0.0%

Rewritten as tab-separated lines: 15 of the compounds above.
canonical_smiles	FEN1 inh	TDP1 inh	N370S GC
O=C(CC1SC(N2CCOCC2)=NC1=O)Nc1cccc(C(F)(F)F)c1 (stereo not drawn)	3.5%	-2.3%	.
CCCCC(=O)NC1(C(F)(F)F)C(=O)N(Cc2ccco2)C(C)=C1C(=O)OC (stereo not drawn)	-16.7%	0.0%	6.7%
Cc1ccc(Cn2ccc(NC(=O)c3noc4c3CCCCC4)n2)cc1	1.0%	6.6%	-3.9%
COc1ccc(C2=NN(CCC(=O)NCc3ccc4c(c3)OCO4)C(=O)CC2)cc1	-2.7%	1.2%	5.2%
O=C(NCc1ccccc1Cl)c1ccc2oc(=O)n(Cc3ccccc3)c2c1	6.9%	3.8%	.
Cc1cnc(NC(=O)CSc2nnc3ncccn23)s1	5.0%	-8.6%	-0.7%
Cc1ccccc1Cc1c(C)nc2nc(SCC(=O)NCCCN3CCCCC3)nn2c1C	-12.0%	1.6%	2.0%
Cc1ccsc1C(=O)NCc1ccc(F)cc1	0.2%	0.9%	-1.7%
Cc1ccccc1N1CCN(C2CCCN(C(=O)c3ccsc3)C2)CC1 (stereo not drawn)	8.9%	4.6%	-0.1%
Cc1c(-c2ccccc2)c(=O)oc2c(CN3CCOCC3)c(O)ccc12	17.1%	0.0%	.
COc1ccccc1NC(=O)N(Cc1cccs1)Cc1cc2cc3c(cc2[nH]c1=O)OCO3	2.1%	3.0%	20.9%
N#C/C(=C\c1ccc(OCc2ccc(C(=O)O)cc2)cc1)C(=O)NCc1ccccc1	5.3%	.	-12.0%
COc1cccc(NC(=O)C2CCN(c3nnc(C)c4c(C)n(-c5ccccc5)nc34)CC2)c1	-15.5%	5.7%	.
Cc1ccc(OCCCCn2ccnc2)c(Cl)c1	3.6%	11.6%	0.9%
O=C(NCCN1CCN(c2ccccc2)CC1)c1ccc(NC(=O)C2CCCO2)cc1 (stereo not drawn)	-3.2%	7.9%	-14.9%

Shown field by field: 2 of the compounds above.
> Cc1ccc(Cn2ccc(NC(=O)c3noc4c3CCCCC4)n2)cc1
  FEN1 inh = 1.0%	TDP1 inh = 6.6%	N370S GC = -3.9%

> COc1ccc(C2=NN(CCC(=O)NCc3ccc4c(c3)OCO4)C(=O)CC2)cc1
  FEN1 inh = -2.7%	TDP1 inh = 1.2%	N370S GC = 5.2%

(continued)
SMILES | FEN1 inh | TDP1 inh | N370S GC
Cc1ccc(CSc2c(C)cnc3c2c(=O)n(C)c(=O)n3C)cc1 | -1.4% | -5.2% | .
Cc1c(Cl)cccc1NC(=O)COC(=O)c1ccc(CN2CCCC2=O)cc1 | 0.5% | 0.6% | .
COc1ccc(N2CCN(S(=O)(=O)c3ccc(OC)cc3)CC2)cc1 | 5.3% | 8.5%[56.1 µM] | 1.6%
O=C(c1cc2ccccc2o1)N1CCN(S(=O)(=O)c2ccc(Cl)s2)CC1 | 1.6% | -0.5%[56.1 µM] | .
CCNc1ccc(C(=O)OC(C(=O)NC(N)=O)C(C)C)cc1[N+](=O)[O-] (stereo not drawn) | 3.0% | 3.8% | 9.5%
CCOc1ccc(CCNC(=O)c2cc([N+](=O)[O-])ccc2N2CCOCC2)cc1OCC | -1.5% | 7.1% | -3.8%
COc1cccc([C@@H]2CC=C(C(=O)O)CN2S(=O)(=O)c2ccc(C)cc2)c1 | 2.3% | 4.4% | -3.0%
CCCCNC(=O)c1ccccc1NS(=O)(=O)c1ccc2c(c1)OCCO2 | -11.7% | 4.5% | -7.8%
CCOc1cc(C2NC(=O)c3ccccc3O2)ccc1OC (stereo not drawn) | 9.9% | 0.4% | -11.6%
CCn1ccc2cc(S(=O)(=O)N3CCC(C(=O)NCc4ccc(F)cc4)CC3)ccc21 | 8.6% | 4.1% | .
COc1cc(NC(=O)COC(=O)/C=C/c2c(C)nn(-c3ccc(F)cc3)c2Cl)cc(OC)c1 | 4.8% | 2.3% | 7.9%
CCc1cc(=O)oc2c(C)c(OC(C)C(=O)N3CC[C@@]4(O)CCCC[C@H]4C3)ccc12 (stereo partly drawn) | -6.2% | . | -2.2%
CC1(c2nnc(Cc3ccccc3)o2)CC(c2ccccc2[N+](=O)[O-])=NO1 (stereo not drawn) | -4.6% | 2.6% | 0.2%
CCc1ccc(CN2CCN(C(=O)c3cccc(OC)c3OC)CC2)cc1 | 6.4% | -4.9% | -6.3%
CCn1c2ccccc2c2cc(CN3CCN(S(C)(=O)=O)CC3)ccc21 | -24.2% | 8.2% | -24.4%
CCC(OC(=O)CCc1nc2ccccc2[nH]c1=O)C(=O)c1ccccc1 (stereo not drawn) | -12.9% | 6.5% | 5.3%
O=C(Nc1cccc(S(=O)(=O)NC2=NCCC2)c1)c1ccccc1F | 1.9% | -0.7% | .
COCC(=O)Nc1c(C(=O)N2CCCC2)oc2ccccc12 | 11.1% | . | 3.9%
O=C(NCC1(N2CCCCC2)CCCCC1)c1ccc(NS(=O)(=O)c2ccccc2)cc1 | 6.0% | . | -0.7%
COc1ccc(OCC(=O)N2CCN(C(=O)c3cccc4ccccc34)CC2)cc1 | -10.9% | 6.6% | 1.6%
O=S(=O)(Nc1ccc(S(=O)(=O)Nc2ncccn2)cc1)c1ccc(Cl)cc1 | 0.5% | 2.4% | -16.1%
O=C(/C=C/c1ccccc1[N+](=O)[O-])OCC(=O)c1ccccc1 | 12.2% | 5.5% | 8.9%
CC(=O)NCCc1nc2cc(NC(=O)c3cccs3)ccc2n1C | 5.2% | 0.0% | -1.9%
NC(=O)COC(=O)c1ccc(S(=O)(=O)NCc2ccco2)cc1 | 1.7% | 15.8µM* | -3.7%
COCCCNC(=O)Cn1cnc2c(OCc3ccccc3)ncnc21 | 14.5% | -1.0% | .

(next part)
SMILES | FEN1 inh | TDP1 inh | N370S GC
O=C(NCCN1C(=O)S/C(=C\c2ccc(Cl)c(Cl)c2)C1=O)c1ccc2c(c1)C(=O)N(Cc1ccncc1)C2=O | -2.5% | 5.6% | 13.4%
O=C(Cc1cccs1)NCc1ccccc1Br | 0.0% | . | -3.7%
CC(=O)c1ccccc1OCCOc1ccccc1C(C)=O | -10.2% | 6.1% | 3.9%
CC(OC(=O)CN1C(=O)NC2(CCCC2)C1=O)c1ccc(F)cc1 (stereo not drawn) | -16.2% | -1.1% | .
Cc1nc2ccc(C(=O)OCc3nnc(-c4ccccc4)o3)cc2nc1C | 7.0% | 4.4% | -8.7%
CCCCn1c(SCc2nnc(-c3ccccc3)o2)nc2c1c(=O)n(C)c(=O)n2C | -22.2% | 8.0% | 2.6%
Cc1ccc(SCCCCN2C(=O)NC(C)(C)C2=O)cc1 | 4.4% | -2.3% | -8.5%
CCn1nc(C)c(NC(=O)CSc2nnc(-c3ccco3)n2C)c1C | -7.3% | 5.5% | -5.1%
CCOc1ccc(N(CC(=O)NCc2ccc(F)cc2)C(=O)c2snc(C(N)=O)c2N)cc1 | 2.5% | 11.8% | 9.7%
Cc1ccc(C)c(Nc2nnc(-n3nc(C)cc3C)c3ccccc23)c1 | -12.1% | -4.3%[12.3 µM] | .
Cc1ccccc1OCC(=O)Nc1ccc2oc(-c3ccc(F)cc3)nc2c1 | 13.0% | -4.0%[12.3 µM] | .
COc1ccc(OCC(=O)NNC(=O)c2c(-c3ccccc3Cl)noc2C)cc1 | 10.8% | 2.9% | -0.4%
Cn1c(=O)[nH]c(=O)c2c1nc(N1CCCCC1)n2CCSc1nc2ccccc2o1 | 0.8% | 2.5% | -10.8%
S=c1[nH]nc(-c2ccccn2)n1/N=C/c1cccc2ccccc12 | 1.0% | 11.3% | -7.7%
COc1ccc(C2=CSC3=NCCN23)cc1 | -17.9% | . | -8.9%
CC(C)c1ccc(C(=O)Nc2cccnc2)cc1 | 13.1% | . | 3.5%
COc1ccc(N(C(=O)/C=C/c2ccc(OC)c(OC)c2)C2=CC3CCC(C2)N3C)cc1 (stereo not drawn) | 1.7% | 3.8% | -11.5%
Cn1c2ccccc2c(=O)c2ccc(C#Cc3ccccn3)cc21 | 4.7% | . | -5.2%
CCOc1cc(-n2ncc(C#N)c2N)nc(SC)n1 | 4.7% | 0.7%[56.1 µM] | 0.5%
Cc1ccc(S(=O)(=O)N(C)C)cc1NC(=O)c1cc(S(=O)(=O)N2CCCCC2)ccc1N1CCOCC1 | -8.3% | -8.5% | -8.6%
CCCOc1ccc2c3c(c(=O)oc2c1OCCC)CCCC3 | -4.5% | -2.0% | 24.4%
Cc1ccnc(NS(=O)(=O)c2ccc(NC(=O)CCS(=O)(=O)c3ccccc3)cc2)n1 | 20.4% | -5.8% | -2.8%
CCOc1ccccc1CNC(=O)c1ccc(N2Cc3ccccc3Oc3ncccc32)s1 | 10.5% | 5.3% | .
O=C(O)c1cccc(NC(=S)NC(NC(=O)c2cccc([N+](=O)[O-])c2)C(Cl)(Cl)Cl)c1 (stereo not drawn) | -9.2% | 79.4µM* | 5.2%
CCC(=O)Nc1cc(C(=O)OC(C(=O)c2ccc(C)c(C)c2)c2ccccc2)ccc1C (stereo not drawn) | -0.8% | 2.0% | 17.1%
COc1c(C)cc(NS(=O)(=O)c2ccc3c(c2)OCCO3)cc1C | -0.3% | 7.1% | .
CCCN(CCC)CCCNC(=O)Cn1ncc2c3ccccc3n(Cc3ccccc3F)c2c1=O | 14.3% | 2.5% | .
CC/C(=N\n1nnnc1Nc1ccccc1)c1ccccc1 | -11.4% | -4.9% | 29.6%
COc1cccc(OCc2nnc(SCC(=O)NCc3ccco3)n2CCc2ccccc2)c1 | -3.2% | 3.0% | 4.7%[2.35 µM]
Cc1ccc2cc3cc(C(=O)N4CCN(c5cccc(C(F)(F)F)c5)CC4)sc3nc2c1 | -6.9% | 2.1%[12.3 µM] | .
